Siah-1 displacement: Siah-1 peptide-binding antagonists, primary screen, biochemical, fluorescence polarization, rhodamine-plectin, uHTS (AID 1817) | displacement, % at 20 µM; hits with a dose series show IC50 in µM | Siah-1 / rhodamine-plectin peptide fluorescence polarization; higher % means a stronger effect | hit rate 0.02% among 290,000 | E3 ubiquitin-protein ligase SIAH1 (Homo sapiens);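 active = displacement of at least 50% at 20 µM, with a fluorescence ratio check between 0.3 and a set limit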;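 also: plate controls were Siah plus tracer with DMSO for no effect and tracer alone without Siah for full effect; strong numbers were not always called active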
GPR55 LPI antagonism: GPR55 antagonists blocking LPI-driven arrestin recruitment, primary screen, imaging, U2OS, beta-arrestin-GFP, LPI agonist (AID 2013). U2OS GPR55 beta-arrestin-GFP translocation imaging, LPI antagonism; higher % means a stronger effect. one-dose inhibition, % at 10 µM; IC50 in µM for titrated hits. hit rate 0.13% among 290,000;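 active = spots per cell inhibited over 60%, with over 100 cells counted and total cytoplasm intensity under 500,000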;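 also: U2OS cells stably carrying GPR55 and arrestin-GFP stimulated by 5 µM LPI near EC80; imaged beta-arrestin-GFP aggregate spots per cell after agonist stimulation; plate controls were LPI-stimulated DMSO wells for no effect and DMSO wells without LPI for full effect; some results filed as inactive read as strong as hits; confirmed hits need IC50 under 10 µM and bright autofluorescent wells are also inconclusive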
HIV fusion peptide: inhibitors of HIV fusion peptide binding, primary screen, biochemical, uHTS, fluorescence dequenching (AID 1986); cell-free peptide binding, fluorescence dequenching, 30 min; higher % means a stronger effect; inhibition, % at 20 µM, or IC50 in µM where a hit was titrated; hit rate 0.3% among 290,000; in the data active = inhibition mostly above about 52%, no sharp cut-off; inactive = mostly below about 76%; also: some results filed as inactive read as strong as hits
NS5 inhibitors: Dengue-2 NS5 methyltransferase inhibitors, primary screen, biochemical, confirmation dose response (AID 588689); Genome polyprotein (Dengue virus type 2 (strain 16681-PDK53)); Dengue-2 NS5 methyltransferase capping enzyme assay, biochemical; higher % means a stronger effect; inhibition, % at 25 µM, or IC50 in µM where a hit was titrated; hit rate 0.3% among 340,000; in the data active = a potency from the dose series
GPR35 antagonists: GPR35 antagonists blocking zaprinast-driven arrestin recruitment, primary screen, imaging, U2OS, beta-arrestin-GFP, zaprinast agonist (AID 2058); G-protein coupled receptor 35 (Homo sapiens); U2OS GPR35 beta-arrestin-GFP translocation imaging, zaprinast antagonism; higher % means a stronger effect; inhibition, % at 10 µM; hits with a dose series show IC50 in µM; hit rate 0.052% among 290,000;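 active = inhibition of at least 50% with at least 30 cells and total cytoplasm GFP at most 10,000,000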
GPR55 beta-arrestin: GPR55 agonists via beta-arrestin recruitment, primary screen, imaging, U2OS cells, beta-arrestin-GFP redistribution (AID 1961) | G-protein coupled receptor 55 (Homo sapiens) | U2OS GPR55 beta-arrestin-GFP redistribution imaging; higher % means a stronger effect | activation, % at 10 µM; hits with a dose series show EC50 in µM | hit rate 0.048% among 290,000;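 active = activation above 40% with more than 50 cells counted in the well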;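 also: U2OS osteosarcoma cells stably expressing GPR55 and beta-arrestin-GFP; plate controls were DMSO negative control for no effect and LPI positive control for full effect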
AID2073: inhibitors of Mint1-CaV2.2 protein interaction, biochemical, HTRF (AID 2073) | Voltage-dependent N-type calcium channel subunit alpha-1B (Homo sapiens) | HTRF protein-protein interaction, Mint1-CaV2.2; higher % means a stronger effect | inhibition, % at 20 µM, or IC50 in µM where a hit was titrated | hit rate 0.19% among 290,000; in the data active = inhibition mostly above about 51%, no sharp cut-off; also: some results filed as inactive read as strong as hits
NTR1 agonist: agonists of NTR1, primary screen, imaging, U2OS cells, beta-arrestin-GFP, high content (AID 493036); Neurotensin receptor type 1 (Homo sapiens), P30989; NTR1-U2OS beta-arrestin-GFP spot imaging, agonist mode; activation, % at 20 µM; hit rate 0.17% among 330,000;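 active = activation at or above 40% of the spot to cytoplasm intensity ratio, with at least 20 cells analyzed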;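 also: 0% = DMSO without peptide and 100% = 100 nM NTR1 peptide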
Target sequence (P30989 whole entry, looked up): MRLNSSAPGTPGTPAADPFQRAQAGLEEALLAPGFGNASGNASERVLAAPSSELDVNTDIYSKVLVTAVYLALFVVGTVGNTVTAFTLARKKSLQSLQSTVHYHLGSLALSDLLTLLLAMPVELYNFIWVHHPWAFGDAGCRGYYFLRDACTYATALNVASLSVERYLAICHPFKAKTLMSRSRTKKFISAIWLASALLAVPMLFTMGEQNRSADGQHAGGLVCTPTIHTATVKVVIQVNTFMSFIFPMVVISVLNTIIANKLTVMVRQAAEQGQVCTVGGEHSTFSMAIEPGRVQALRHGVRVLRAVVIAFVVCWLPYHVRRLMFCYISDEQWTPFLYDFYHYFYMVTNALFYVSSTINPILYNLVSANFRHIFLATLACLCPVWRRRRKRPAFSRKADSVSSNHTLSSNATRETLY
UTI89 phage lysis: inhibition of K1F phage lysis, E. coli UTI89, bacterial capsule biogenesis inhibitors, alamar blue (AID 488966) | E. coli UTI89 K1F phage lysis, alamar blue, 2 h; higher % means a stronger effect | one-dose inhibition, % at 100 µM; IC50 in µM for titrated hits | hit rate 0.02% among 340,000;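 active = phage lysis inhibition, versus mean bacterial control, above a set limit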;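 also: capsule biogenesis inhibitors block K1F phage lysis so surviving cells raise fluorescence; higher fluorescence means more inhibition of phage lysis; actives were called in the ten point dose series up to 300 µM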
NTR1 agonist cell count 20 µM: further read-out of NTR1 agonist, marked with its call; cell count; measured here: cell count, cytotoxicity flag
NS5 inhibitors pilot replicate: also measured in NS5 inhibitors; calls as there; inhibition, %; measured here: pilot screen replicate inhibition
Starred values were filed as active, the others as inactive; · = not tested or not shown; [ ] = dose if it differs, or a comment.

SMILES	Siah-1 displacement	GPR55 LPI antagonism	HIV fusion peptide	NS5 inhibitors	GPR35 antagonists	GPR55 beta-arrestin	AID2073	NTR1 agonist	NTR1 agonist cell count 20 µM	UTI89 phage lysis	others
O=C(NC1CCCCC1)C(=S)N1CCCC1	-3%	5%	-0.3%	2%	12%	-0.1%	-6%	-1.6	61	0.2%
Cn1c(SCC(=O)Nc2ccc(N3CCOCC3)cc2)nnc1-c1ccccc1	-1%	0%	0.2%	5%	3%	0.0%	-4%	-0.5	70	0.2%
CCC(=O)N1CCN=C1SCc1cc(C)ccc1C	2%	0%	1.5%	-5%	-2%	-0.2%	-2%	-1.0	49	0.2%
CCOC(=O)c1cnc2c(c(C)nn2C)c1Oc1ccc(OC)cc1	8%	25%	-0.4%	·	-2%	-0.3%	-1%	-0.6	56	·
COc1ccc(C)cc1NC(=O)C1CCCN(S(=O)(=O)c2cccc3nonc23)C1 (stereo unspecified)	5%	-9%	-1.4%	4%	-7%	-0.2%	4%	2.4	79	1.8%[50 µM]
Cc1ccc(NC(=O)c2oc3ccc(S(=O)(=O)N4CCC5(CC4)OCCO5)cc3c2C)cc1C	-2%	5%	2.8%	-5%	-12%	-0.2%	21%	3.4	52	0.5%[50 µM]
O=C(NCc1ccccn1)C(C(=O)c1cccc([N+](=O)[O-])c1)n1cc(Cl)ccc1=O (stereo unspecified)	0%	2%	1.4%	-2%	1%	-0.1%	0%	0.5	41	0.2%
CC(=O)Nc1ccc(OS(=O)(=O)c2ccc(Cl)cc2)cc1	-4%	-14%	-1.2%	-2%	-1%	·	9%	-0.8	50	0.2%
COc1cccc(NC(=O)COC(=O)C2C3CC4OC(=O)C2C4C3)c1 (stereo unspecified)	-4%	2%	-0.1%	-11%	17%	0.3%	1%	1.3	46	0.4%
CCOP(=O)(OCC)/C(C#N)=C(\O)c1ccc(OC)cc1	-3%	0%	-0.3%	-4%	15%	0.0%	5%	2.6	58	0.2%
Cc1nnc(NC(=O)CSc2ccccn2)s1	3%	-4%	-0.1%	-7%	11%	0.2%	-2%	-5.7	100	0.0%
CCNC(=O)c1ccc(C2SCC(=O)N2CCc2ccccc2)cc1 (stereo unspecified)	-1%	10%	0.6%	4%	-8%	0.8%	4%	-0.1	75	0.1%
CCC(=O)N1c2ccccc2C(N(C(=O)CC)c2ccccc2)CC1C (stereo unspecified)	5%	10%	-0.6%	2%	-8%	0.5%	-4%	2.1	57	-1.3%
CSc1cccc(NC(=O)CSc2nnc(C)s2)c1	3%	-6%	0.9%	1%	4%	-0.3%	10%	0.0	79	0.7%	NS5 inhibitors pilot replicate=-3.7
CCNC(=S)NS(=O)(=O)c1ccc(C)cc1	8%	6%	-1.7%	-12%	-10%	0.4%	-11%	3.3	48	1.6%[50 µM]
N#Cc1c(F)cccc1N1CCC(C#N)CC1	4%	-4%	1.0%	-12%	13%	-0.2%	4%	1.5	48	0.5%
O=C(O)CCCCCN1C(=O)CCC1=O	-3%	-1%	0.2%	0%	-1%	-0.2%	8%	-3.1	94	6.7%
O=C(CN1CC(=O)Oc2ccccc21)OCC(=O)c1ccccc1	-6%	-3%	0.7%	2%	4%	0.6%	-5%	0.4	68	5.0%
Cc1nn(CC(=O)NCc2ccccc2)c(=O)c2cccn12	-2%	-2%	1.3%	-5%	4%	-0.3%	6%	-0.4	53	0.1%
Cc1cccc(-n2cc(CN3CCN(Cc4nccn4C)CC3)c(-c3cccc(F)c3)n2)c1	13%	5%	1.7%	5%	-1%	0.3%	-8%	1.6	71	0.9%

Compounds listed so far with a cyano group, in the order listed:
SMILES	Siah-1 displacement	GPR55 LPI antagonism	HIV fusion peptide	NS5 inhibitors	GPR35 antagonists	GPR55 beta-arrestin	AID2073	NTR1 agonist	NTR1 agonist cell count 20 µM	UTI89 phage lysis	others
CCOP(=O)(OCC)/C(C#N)=C(\O)c1ccc(OC)cc1	-3%	0%	-0.3%	-4%	15%	0.0%	5%	2.6	58	0.2%
N#Cc1c(F)cccc1N1CCC(C#N)CC1	4%	-4%	1.0%	-12%	13%	-0.2%	4%	1.5	48	0.5%

Random excerpt: 3 entries already listed
SMILES	Siah-1 displacement	GPR55 LPI antagonism	HIV fusion peptide	NS5 inhibitors	GPR35 antagonists	GPR55 beta-arrestin	AID2073	NTR1 agonist	NTR1 agonist cell count 20 µM	UTI89 phage lysis	others
COc1ccc(C)cc1NC(=O)C1CCCN(S(=O)(=O)c2cccc3nonc23)C1 (stereo unspecified)	5%	-9%	-1.4%	4%	-7%	-0.2%	4%	2.4	79	1.8%[50 µM]
O=C(CN1CC(=O)Oc2ccccc21)OCC(=O)c1ccccc1	-6%	-3%	0.7%	2%	4%	0.6%	-5%	0.4	68	5.0%
O=C(NC1CCCCC1)C(=S)N1CCCC1	-3%	5%	-0.3%	2%	12%	-0.1%	-6%	-1.6	61	0.2%

(next part)
SMILES	Siah-1 displacement	GPR55 LPI antagonism	HIV fusion peptide	NS5 inhibitors	GPR35 antagonists	GPR55 beta-arrestin	AID2073	NTR1 agonist	NTR1 agonist cell count 20 µM	UTI89 phage lysis	others
CC(C)C(=O)N1CCc2cc(-c3csc(N)n3)ccc21	3%	3%	14%	1%	-8%	-0.2%	-6%	-0.6	65	0.3%
CCOP(=O)(Cc1ccc(C(C)(C)CC(C)=O)o1)OCC	4%	-3%	-0.3%	-2%	-5%	-0.1%	11%	1.8	57	-2.1%
CCOC(=O)N1CCN(Cc2nc3cc([N+](=O)[O-])ccc3n2C)CC1	-2%	-10%	-1.9%	-3%	-9%	-0.1%	-6%	0.2	78	0.0%
Cc1nnc(-c2cnn(-c3ccccc3)c2N)n1Cc1ccc(F)cc1	6%	6%	-1.8%	1%	-2%	-0.1%	-4%	2.3	78	0.5%
O=C(CBr)c1ccc([N+](=O)[O-])c(CS(=O)(=O)c2ccc(Cl)cc2)c1	-2%	-4%	-1.5%	9%	-7%	0.4%	-5%	1.7	88	0.1%
Cc1ccccc1Cc1ccc(Cl)nn1	8%	16%	0.5%	-7%	-11%	0.6%	2%	1.0	91	-1.0%
O=C(CN1CCN(S(=O)(=O)c2ccc(F)cc2)CC1)c1ccc(O)c(O)c1	-4%	-4%	23%	1%	-8%	0.1%	-10%	-0.5	60	1.5%
CCCC(=O)c1ccc(N2CCCC2)c(F)c1	-5%	-5%	0.6%	-7%	-5%	-0.3%	4%	-1.3	46	2.2%
O=C(Nc1ccc(Cl)cc1)OCc1ccccn1	24%	-5%	3.5%	-6%	-14%	-0.1%	-11%	-0.9	83	0.8%
CC(C)NC(=O)CSCc1c(Cl)cccc1Cl	-8%	-5%	-1.9%	-6%	6%	-0.1%	-1%	-1.0	90	7.0%
CCCc1nnc(NC(=O)CCC(=O)NCCc2ccc(Cl)cc2)s1	-2%	-3%	-1.0%	-5%	12%	0.3%	23%	-0.5	54	0.2%
O=C(OCC(=O)N1CCCC1)c1ccc(O)cc1	0%	10%	0.6%	-4%	22%	-0.4%	-2%	-0.6	50	-1.0%
S=C(Nc1ccccc1Cl)N1CCCC1	-2%	0%	-0.9%	0%	-1%	-0.2%	-3%	-0.4	100	0.3%
NC(=O)CC[C@@H]1NC(=O)[C@H](CO)NC(=O)c2cc([N+](=O)[O-])cc(I)c2NCCCC[C@@H](C(N)=O)NC(=O)[C@H](Cc2ccc(O)cc2)NC1=O	9%	3%	9.3%	·	4%	-0.3%	13%	-0.6	50	·
Cn1c(=O)[nH]c(=O)c2c1nc(NCCCn1ccnc1)n2CCOc1ccccc1	1%	4%	1.4%	0%	-2%	-0.1%	-8%	-0.7	38	0.3%
O=C(CSc1nnc(-c2ccccc2)o1)Nc1ccccc1F	0%	-4%	-2.3%	4%	8%	-0.1%	-5%	-1.6	52	8.5%
CC1(C(=O)NNC(=O)C2CCCCC2)CC1(Cl)Cl (stereo unspecified)	2%	14%	0.6%	-6%	4%	-0.1%	-4%	0.0	52	-0.1%
COc1ccc(OC)c(C2=NOC(C(=O)NCc3ccco3)C2)c1 (stereo unspecified)	-2%	-7%	-1.4%	-8%	21%	0.4%	0%	-1.4	76	0.1%
COc1ccc(C(CCO)NC(=O)c2cccs2)cc1OC (stereo unspecified)	1%	4%	-0.9%	-4%	-10%	-0.2%	6%	6.9	58	0.3%
CN(C)C(=S)NC(=O)C12CC3(C)CC(C)(CC(C)(C3)C1)C2	-3%	-5%	-0.8%	·	0%	-0.3%	-23%	0.1	54	·
Cc1ccc(-c2c(C)n([O-])c3c([n+]2=O)CCCC3)o1	1%	17%	0.6%	·	-1%	-0.1%	11%	-0.4	53	3.7%[50 µM]
CN(CCc1ccccn1)C1CCCN(S(=O)(=O)c2ccccc2Cl)C1 (stereo unspecified)	0%	15%	2.6%	-3%	25%	-0.1%	16%	-0.7	52	0.6%
O=C(c1ccc2ncsc2c1)N1CCN(c2ccccc2Cl)CC1	10%	13%	0.1%	-2%	-4%	2.1%	-2%	1.5	61	0.1%
COc1ccc(C(=O)N=c2c(C#N)cc3c(=O)n4cccc(C)c4nc3n2Cc2ccco2)cc1	2%	6%	0.7%	·	9%	-0.1%	31%	·	·	·
COc1cc2c(cc1OC)CC(=O)N(C)CC2	0%	-2%	0.0%	3%	0%	0.1%	1%	1.3	43	1.5%[50 µM]
COc1cccc(C(=O)Nn2cnnc2)c1	3%	-8%	1.6%	3%	11%	0.0%	-2%	1.6	37	-1.3%
CCN(CC)c1ccc(/C=N/OCC(=O)Nc2cccc(C)c2)cc1	-4%	9%	12%	-38%	16%	·	2%	0.9	56	8.5%
CCOC(=O)Cc1nnc(NC(=O)C(CC)Sc2nnc3c4ccccc4n(C)c3n2)s1 (stereo unspecified)	0%	-2%	1.3%	-1%	-15%	-0.1%	3%	2.4	51	1.4%
CCC(=O)Nc1ccccc1C(=O)N1CCOCC1	1%	9%	-1.0%	-8%	-6%	0.2%	0%	-1.2	92	0.2%
Cc1ccc(S(=O)(=O)C2(C(=O)Nc3ccc(Br)cc3)CC2)cc1	-3%	6%	-2.1%	-5%	-1%	0.3%	2%	-0.9	104	0.0%
CCC(C)(C)NC(=O)C(c1ccc(OC)cc1)N(C(=O)CCC(=O)Nc1cc(C)on1)C(C)(C)C (stereo unspecified)	4%	3%	-0.4%	-8%	-19%	0.2%	1%	2.3	41	-0.4%

Assay outcomes as filed in PubChem BioAssay.
